Mtb UGM inh – M. tuberculosis UGM enzyme inhibitors, primary screen, biochemical, fluorescence polarization, single point. UDP-galactopyranose mutase (Mycobacterium tuberculosis (strain ATCC 25618 / H37Rv)), …. purified UGM, fluorescence polarization probe displacement. inhibition, % at 10 µM. actives 0.06% (n = 320,000); in the data active means inhibition above about 10%, passing the limit was not always enough; inconclusive means no clear call, values can overlap the other calls
GDH-TPI counter – GDH-TPI coupling enzyme inhibitors, primary screen, artefact control for M. tuberculosis FBA inhibitor project, biochemical, absorbance, full deck. actives 1.2% (n = 360,000). inhibition, % at 4.8 µM. GDH-TPI coupled enzyme counterscreen, NADH absorbance. AID 588335, 2011; in the data active means inhibition above about 30%;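 further: 0% = DMSO wells and 100% = wells lacking the enzyme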
BoNT A protease – BoNT/A light chain protease inhibitors, primary screen, biochemical, flow cytometry, MLPCN library | Botulinum neurotoxin type A light chain protease (Clostridium botulinum A str. ATCC 3502) | multiplex microsphere protease substrate cleavage | inhibition, % at 10 µM | actives 0.17% (n = 360,000); further: plate controls were buffer without enzyme for full effect and enzyme alone for no effect
BoNT F protease – BoNT/F light chain protease inhibitors, primary screen, biochemical, flow cytometry, MLPCN library. Botulinum neurotoxin type F light chain protease (Clostridium botulinum). Multiplex microsphere protease cleavage assay. inhibition, % at 10 µM. actives 0.22% (n = 360,000); in the data active means inhibition above about 35%, passing the limit was not always enough; inconclusive means no clear call, values can overlap the other calls; further: plate controls were buffer without enzyme for full effect and enzyme alone for no effect
FadD28 FP inh – inhibitors of FadD28 bisubstrate probe binding, primary screen, biochemical, fluorescence polarization, single point; Mycobacterium tuberculosis FadD28 fatty-acid-AMP ligase; inhibition, % at 12.5 µM; actives 0.22% (n = 360,000); AID 588549, 2011; in the data active means inhibition above about 8.5%, passing the limit was not always enough; inconclusive means no clear call, values can overlap the other calls
PfHsp40 yeast – rescue of yeast from PfHsp40 toxicity, primary screen, S. cerevisiae, ATP luminescence | S. cerevisiae expressing PfHsp40, growth rescue | AID 504582, 2011 | growth rescue, % at 12.5 µM | actives 0.68% (n = 340,000); in the data active means growth rescue above about 28%, passing the limit was not always enough; inconclusive means no clear call, values can overlap the other calls;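 further: yeast W303a lacking pdr1 and pdr3 grown in galactose medium; growth measured after three days at 30 °C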
Mtb FBA inh – Mtb FBA enzyme inhibitors, primary screen, biochemical, fluorescence, strain H37Rv | Fructose-bisphosphate aldolase (Mycobacterium tuberculosis (strain ATCC 25618 / H37Rv)), … | purified M. tuberculosis FBA, fluorescence read-out | inhibition, % at 1 µM | actives 2.3% (n = 360,000) | AID 588726, 2011; in the data active means inhibition above about 27%;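 further: 0% = vehicle and 100% = reference inhibitor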
Target sequence (P9WQA3 whole entry, looked up): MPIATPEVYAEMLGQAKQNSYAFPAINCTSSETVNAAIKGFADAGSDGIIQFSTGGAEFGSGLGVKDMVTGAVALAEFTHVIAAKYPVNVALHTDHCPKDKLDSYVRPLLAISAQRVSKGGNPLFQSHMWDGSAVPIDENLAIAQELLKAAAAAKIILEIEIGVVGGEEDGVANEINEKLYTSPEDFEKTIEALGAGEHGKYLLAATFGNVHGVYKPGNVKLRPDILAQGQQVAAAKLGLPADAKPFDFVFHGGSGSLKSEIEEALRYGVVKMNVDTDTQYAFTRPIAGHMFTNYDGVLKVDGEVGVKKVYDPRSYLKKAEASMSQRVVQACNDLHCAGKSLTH
Anthrax LF inh2 – Bacillus anthracis LF protease inhibitors, primary screen, biochemical, multiplex microsphere, MLPCN library; Lethal factor (Bacillus anthracis), P15917; actives 0.12% (n = 360,000); multiplex microsphere protease cleavage assay; inhibition, % at 10 µM; AID 588501, 2011; further: plate controls were buffer without enzyme for full effect and enzyme alone for no effect
Target sequence (P15917 whole entry, looked up): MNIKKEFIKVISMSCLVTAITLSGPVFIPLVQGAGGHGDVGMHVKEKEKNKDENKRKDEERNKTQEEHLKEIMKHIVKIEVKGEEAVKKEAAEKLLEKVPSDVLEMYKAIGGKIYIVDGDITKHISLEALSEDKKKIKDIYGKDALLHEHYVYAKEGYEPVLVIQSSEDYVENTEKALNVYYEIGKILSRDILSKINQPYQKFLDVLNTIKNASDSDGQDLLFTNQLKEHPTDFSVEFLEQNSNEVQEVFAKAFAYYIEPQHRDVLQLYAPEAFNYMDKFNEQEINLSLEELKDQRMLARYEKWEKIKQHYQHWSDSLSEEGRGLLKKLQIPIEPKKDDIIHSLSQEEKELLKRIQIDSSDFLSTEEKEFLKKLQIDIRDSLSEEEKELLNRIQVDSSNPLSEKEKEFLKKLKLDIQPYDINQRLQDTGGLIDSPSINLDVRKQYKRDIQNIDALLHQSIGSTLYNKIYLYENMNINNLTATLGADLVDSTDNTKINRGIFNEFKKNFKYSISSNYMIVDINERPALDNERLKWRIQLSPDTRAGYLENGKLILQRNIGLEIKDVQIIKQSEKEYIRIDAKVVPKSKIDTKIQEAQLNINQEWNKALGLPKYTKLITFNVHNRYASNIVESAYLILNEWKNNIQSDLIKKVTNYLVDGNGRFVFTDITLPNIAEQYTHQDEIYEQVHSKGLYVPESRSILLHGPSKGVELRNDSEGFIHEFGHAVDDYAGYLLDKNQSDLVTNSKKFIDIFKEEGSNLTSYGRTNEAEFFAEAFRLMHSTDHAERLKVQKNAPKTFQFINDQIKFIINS
BioA inh – M. tuberculosis BioA enzyme inhibitors, primary screen, biochemical, plate reader, single point, HTS; AID 602481, 2012; actives 0.096% (n = 360,000); inhibition, % at 9.99 µM; 7,8-diaminopelargonic acid synthase BioA (Mycobacterium tuberculosis); purified M. tuberculosis BioA enzyme; in the data active means inhibition above about 40%; inconclusive means no clear call, values can overlap the other calls
Active calls of the source: *; ? = inconclusive; · = no result given; & = joins results of further samples. Unless noted, no stated cut-off is given here; in the data, active means inhibition above about 30%; inconclusive means no clear call, values can overlap the other calls; inactive means below that.

SMILES | Mtb UGM inh | GDH-TPI counter | BoNT A protease | BoNT F protease | FadD28 FP inh | PfHsp40 yeast | Mtb FBA inh | Anthrax LF inh2 | BioA inh
O=C(NCc1cccnc1)C(=O)NCC1OCCN1S(=O)(=O)c1cc(F)ccc1F (stereo unspecified) | 2.2 | 10 | 0.4 | 0 | -0.8 | 0.2 | 5 | -7 | -2.8
CC(O)CNCCCOc1ccccc1OCc1ccccc1 (stereo unspecified) | -3.4 | -6 | -0.7 | -3 | -2.7 | -1.2 | 1 | 0 | ·
CC(O)Cc1cn(CC(=O)N2CCN(C(=O)OC(C)(C)C)CC2)nn1 (stereo unspecified) | -0.2 | -1 | 0.2 | -10 | -0.9 | -0.7 | 0 | -3 | 0.3
Clc1ccc(Cn2ccc(-c3ccc4c(c3)OCO4)n2)cc1Cl | -0.7 | 8 | -0.1 | -2 | -3.2 | 0.5 | -2 | -1 | 0.5
Cc1ccc(C(=O)N2CCC(N3CCC(C(=O)N4CCOCC4)CC3)CC2)cc1C | -2.0 | 7 | -9.3 | -9 | -4.2 | -1.5 | -2 | -7 | -1.9
Cc1ccc(NC2(C(F)(F)F)N=C(c3ccccc3)NC2=O)nc1 (stereo unspecified) | -0.3 | 5 | -1.1 | -13 | -4.8 | -0.4 | -4 | -1 | ·
CNC(=O)c1ccccc1NC(=O)c1ccco1 | 2.2 | 3 | 0.1 | -2 | -3.8 | -0.7 | 0 | -4 | -2.7
O=C1C(=O)N(CC2COc3ccccc3O2)c2ccccc21 (stereo unspecified) | -1.7 | 5 | -3.5 | ? | -2.8 | 0.8 | -2 | 23 | 1.8
CCN(c1ccc(NC(=O)c2ccc(N3CCCC3=O)cc2)cc1)C(C)C | · | 10 | -1.1 | 2 | -1.5 | -0.6 | -2 | -2 | -0.4
CN(C(=O)CSc1nnc(-c2ccc(C(C)(C)C)cc2)n1C)C1CCS(=O)(=O)C1 (stereo unspecified) | 2.7 | 1 | -0.3 | -4 | -1.1 | -0.5 | 0 | -9 | -0.5
N#CCC(=O)Nc1ccccc1C(=O)O | 0.2 | 6 | 2.4 | -5 | -1.6 | 0.1 | 2 | 6 | -0.8
COC(=O)CCCNC(=O)CCc1nnc(-c2ccc(-c3ccccc3)cc2)o1 | 0.9 | -9 | -2.3 | ? | -3.3 | 0.0 | 2 | -16 | -0.5
Cn1cccc1Cc1nnc(SCC(=O)NCc2ccc(F)cc2)n1-c1ccc(F)cc1 | 2.9 | -2 | 0.0 | -4 | -4.1 | 2.1 | 2 | -4 | -1.0
CCN(C[C@H]1N[C@@](Cc2ccccc2)(C(=O)OC)[C@H]2C(=O)N(Cc3ccccc3)C(=O)[C@@H]12)C(=O)Nc1ccc(F)cc1 | · | 0 | -0.8 | -5 | -1.1 | 1.3 | -1 | -2 | -1.1
COc1ccc2cc3cc(C(=O)NCc4ccc5c(c4)OCO5)oc3nc2c1 | 0.9 | 37* | · | · | -2.4 | 1.9 | 19 | · | 0.0

Structures from the list above that contain a halogen:
SMILES | Mtb UGM inh | GDH-TPI counter | BoNT A protease | BoNT F protease | FadD28 FP inh | PfHsp40 yeast | Mtb FBA inh | Anthrax LF inh2 | BioA inh
O=C(NCc1cccnc1)C(=O)NCC1OCCN1S(=O)(=O)c1cc(F)ccc1F (stereo unspecified) | 2.2 | 10 | 0.4 | 0 | -0.8 | 0.2 | 5 | -7 | -2.8
Clc1ccc(Cn2ccc(-c3ccc4c(c3)OCO4)n2)cc1Cl | -0.7 | 8 | -0.1 | -2 | -3.2 | 0.5 | -2 | -1 | 0.5
Cc1ccc(NC2(C(F)(F)F)N=C(c3ccccc3)NC2=O)nc1 (stereo unspecified) | -0.3 | 5 | -1.1 | -13 | -4.8 | -0.4 | -4 | -1 | ·
Cn1cccc1Cc1nnc(SCC(=O)NCc2ccc(F)cc2)n1-c1ccc(F)cc1 | 2.9 | -2 | 0.0 | -4 | -4.1 | 2.1 | 2 | -4 | -1.0
CCN(C[C@H]1N[C@@](Cc2ccccc2)(C(=O)OC)[C@H]2C(=O)N(Cc3ccccc3)C(=O)[C@@H]12)C(=O)Nc1ccc(F)cc1 | · | 0 | -0.8 | -5 | -1.1 | 1.3 | -1 | -2 | -1.1

(list continues)
SMILES | Mtb UGM inh | GDH-TPI counter | BoNT A protease | BoNT F protease | FadD28 FP inh | PfHsp40 yeast | Mtb FBA inh | Anthrax LF inh2 | BioA inh
CC1CCCN(c2c3c(nc4ccccc24)CCCC3)C1 (stereo unspecified) | -0.8 | 14 | -0.7 | 10 | 0.6 | -0.8 | 1 | -14 | 1.3
Cc1ccc(S(=O)(=O)NC(=O)c2cccc(Br)c2)cc1 | 6.3 | -3 | -2.0 | -3 | -3.5 | -1.5 | -2 | 0 | 0.1
CC(C)c1ccc(S(=O)(=O)Nc2ccc(SC(F)F)cc2)cc1 | 5.3 | -5 | 0.5 | -3 | -5.6 | ? | -3 | 1 | ·
COc1cc(=O)n2c(-c3ccccc3)csc2n1 | -0.1 | 4 | 0.5 | -12 | 1.4 | -1.4 | 5 | 0 | 2.0
COc1ccc(N2CCN(CC(=O)c3ccccc3)CC2)cc1 | 3.1 | 1 | -0.6 | 8 | -1.2 | -1.1 | 2 | 4 | 0.3
COCCn1c(SCc2cccnc2)nnc1-c1c[nH]c2ccccc12 | -1.8 | -5 | -0.2 | -2 | -3.9 | -1.3 | -3 | -6 | 7.4
CCOc1ccc(NC(=O)C2=C(C)C(=O)OC23CCC(C)CC3)cc1 (stereo unspecified) | -1.5 | 4 | -0.9 | -14 | -0.3 | 0.2 | 4 | -4 | -4.7
COc1ccc(-c2nnc(SCC(=O)NCc3cccs3)n2CC(C)C)cc1 | -1.1 | 4 | -0.2 | -27 | -1.1 | 2.7 | 1 | -3 | 2.1
Cc1noc(C)c1COc1ccccc1C(=O)NC1CCC(C)CC1 (stereo unspecified) | 5.2 | 8 | 3.3 | 0 | -1.5 | -0.5 | 3 | 7 | 0.6
COC(=O)c1ccccc1NC(=O)CSCC(=O)Nc1ccc(F)cc1 | 2.4 | -8 | 0.1 | -3 | -5.8 | 1.2 | -2 | 0 | 12
CCC(=O)N1CCc2cc(Br)cc(S(=O)(=O)N3CCC(C(=O)NCCCOC(C)C)CC3)c21 | 3.4 | 6 | 0.6 | 0 | · | -0.3 | -3 | -4 | 0.7
COCCNCCCOc1ccc(C)cc1Br | 1.9 | 3 | 0.5 | -1 | 0.0 | -0.8 | 7 | 2 | ·
Cc1ccc(NC(=O)COC(=O)c2cccc(S(=O)(=O)N3CCCCCC3)c2)cc1 | · | 2 | -0.1 | -6 | ? | · | 1 | 1 | -2.9
CC(C=NNc1ccc([N+](=O)[O-])cn1)=Cc1ccccc1 | · | 3 | -0.1 | 1 | ? | -0.3 | -2 | -6 | 0.4
Cc1noc(C)c1CC(=O)N1CCCC(N2CCN(c3ccccc3F)CC2)C1 (stereo unspecified) | 1.7 | 3 | 2.3 | -2 | -2.3 | 1.6 | -2 | 0 | 0.5
COc1ccccc1CNC(=O)Cn1nc(C(F)(F)F)cc1C | 3.0 | 4 | -2.0 | -2 | -2.3 | 0.2 | 1 | -2 | 0.3
CCc1cccc(C)c1NC(=O)C1CCCO1 (stereo unspecified) | 0.6 | 3 | 0.2 | 0 | -3.2 | -0.4 | 2 | 0 | 1.2
Cc1cccc(OCc2cc(-c3ccccc3)no2)c1C | 0.0 | -1 | -0.1 | 5 | -3.9 | 0.3 | -2 | -12 | ·
Cc1ccc(NC(=O)Cn2c(=O)n(CCCC(=O)NCc3ccco3)c(=O)c3ccccc32)cc1 | 1.0 | 1 | -0.3 | -5 | 0.2 | 0.7 | 8 | 0 | -1.8
CN(C)c1ccc(S(=O)(=O)NCC(=O)NCc2ccccc2)cc1[N+](=O)[O-] | -3.2 | 1 | -0.6 | 2 | -1.5 | 0.6 | -2 | -1 | 0.6
CN(C)c1nc(N)nc(CSc2ccccn2)n1 | 3.1 | -4 | 2.1 | 2 | -2.3 | -0.9 | 3 | 1 | 1.7
Cc1c(Br)c([N+](=O)[O-])nn1CC(=O)Nc1ccc(C(C)C)cc1 | 2.9 | -4 | 0.0 | -7 | -1.0 | 0.7 | -2 | -9 | ·
C=CCOc1c(OC)cc(/C=N/Nc2cccc(C(=O)O)c2)c(Br)c1Br | 2.3 | 15 | 0.3 | 5 | 16* | 0.5 | 5 | 0 | 2.4
CCN(CC)CCn1c2c(c(SCC(=O)Nc3ccc4c(c3)OCO4)nc1=O)CCC2 | 0.5 | 14 | · | · | -2.4 | 0.8 | -2 | · | 7.3
O=C(NC1CCCCC1)c1cc(-n2cnnc2)ccc1Cl | -1.3 | 14 | 1.9 | -6 | -0.4 | -0.9 | 4 | -1 | -1.8
COc1ccc(NC(=S)NN2CCN(C)CC2)cc1OC | -0.1 | -4 | 0.3 | -6 | -0.5 | 0.1 | 8 | 1 | -1.8
Cc1ccc(S(=O)(=O)N(C)C[C@H]2Oc3ncc(-c4ccccc4)cc3C(=O)N([C@@H](C)CO)C[C@@H]2C)cc1 | · | -4 | -0.4 | 2 | -4.5 | · | -1 | 0 | 0.0&-0.1&0.7
COc1ccc(-c2cc(C)no2)cc1S(=O)(=O)NCCc1ccco1 | -0.3 | 10 | -0.2 | -2 | -0.7 | -0.2 | 1 | -4 | 3.8
CCCCN(C)CCNC(=O)C(=O)c1c(C)[nH]c2ccccc12 | -0.2 | 9 | -0.7 | -1 | -2.8 | -0.6 | -1 | -3 | ·
O=C(COc1cccc2c1CCNC2=O)Nc1ccc(Cl)cc1 | · | 2 | 2.5 | -2 | -4.9 | 1.3 | -1 | -2 | ·

Compound profiles, from the list above.
CCC(=O)N1CCc2cc(Br)cc(S(=O)(=O)N3CCC(C(=O)NCCCOC(C)C)CC3)c21 as listed: Mtb UGM inh: 3.4; GDH-TPI counter: 6; BoNT A protease: 0.6; BoNT F protease: 0; FadD28 FP inh: ·; PfHsp40 yeast: -0.3; Mtb FBA inh: -3; Anthrax LF inh2: -4; BioA inh: 0.7
COCCNCCCOc1ccc(C)cc1Br as listed: Mtb UGM inh: 1.9; GDH-TPI counter: 3; BoNT A protease: 0.5; BoNT F protease: -1; FadD28 FP inh: 0.0; PfHsp40 yeast: -0.8; Mtb FBA inh: 7; Anthrax LF inh2: 2; BioA inh: ·

Other compounds:
SMILES | Mtb UGM inh | GDH-TPI counter | BoNT A protease | BoNT F protease | FadD28 FP inh | PfHsp40 yeast | Mtb FBA inh | Anthrax LF inh2 | BioA inh
Cn1c2ccccc2c2n[nH]c(=O)nc21 | 1.5 | 13 | -0.6 | -4 | -1.0 | -1.1 | -1 | -2 | ·
CS(=O)(=O)Oc1ccc(/C=N/NC(=O)c2ccncc2)cc1 | 0.5 | 3 | -0.1 | 5 | -3.8 | 0.1 | 1 | -2 | -0.8
Cc1ccc(NS(=O)(=O)c2ccc(Cl)s2)cc1S(=O)(=O)N(C)C | 2.3 | 9 | -1.4 | -14 | 1.3 | 1.2 | -1 | -1 | ·
O=C(c1ccccc1)N1CCCCC(S(=O)(=O)c2ccc3ccccc3c2)C1=O (stereo unspecified) | -0.2 | 3 | 0.2 | 7 | -1.0 | -0.8 | 4 | -2 | -0.3
CCCNC(=S)N1CCC(n2cnc3ccccc32)CC1 | 0.8 | 7 | 0.1 | 2 | -1.3 | 2.3 | 5 | 0 | ·
COC(=O)C12CCC(C)(c3nc4ccccc4nc31)C2(C)C (stereo unspecified) | -1.2 | 6 | -0.3 | 10 | -1.7 | 0.5 | 2 | -9 | ·
COc1cccc(C2=CC(c3cccs3)n3nnnc3N2)c1 (stereo unspecified) | 0.3 | 17 | -0.6 | -4 | -1.2 | -0.3 | -2 | 1 | -14

Source: PubChem (several laboratories)
